GalR3 antagonist = blocks the human galanin receptor 3; AID 651719; 360,000 compounds, 0.44% hits; HEK293 GalR3-CNG cAMP membrane potential fluorescence; galR3 body fused to GalR1 C-terminus; inhibition, % at 3 µM;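 active = inhibition above the screen-wide average plus 3 SD, cut at about 13% in these data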;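 also: forskolin and galanin both at EC90 stimulate the cells; cAMP rise reported by CNG channel membrane potential dye signal; 0% = forskolin plus galanin with DMSO and 100% = forskolin alone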
Target sequence (O60755 1-299 limits assumed): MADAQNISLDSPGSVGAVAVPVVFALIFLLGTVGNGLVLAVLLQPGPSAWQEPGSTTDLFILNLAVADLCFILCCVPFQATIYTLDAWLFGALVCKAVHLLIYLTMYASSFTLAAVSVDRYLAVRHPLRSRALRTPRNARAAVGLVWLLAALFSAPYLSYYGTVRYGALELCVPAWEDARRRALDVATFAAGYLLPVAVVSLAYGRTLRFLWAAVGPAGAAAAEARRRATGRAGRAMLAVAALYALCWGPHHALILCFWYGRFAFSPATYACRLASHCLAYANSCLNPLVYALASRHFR
HCV NS3 hel inh = inhibitors of Hepatitis C virus NS3 helicase; AID 1800; NS3 helicase DNA unwinding, Cy5 molecular beacon fluorescence; inhibition, % at 10.9 µM; 290,000 compounds, 0.56% hits;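 active = inhibition above the mean of all tested compounds plus 3 SD, set per campaign, cut at about 35% in these data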;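 also: 0% = DMSO wells and 100% = thioflavine S control wells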
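Material: hepatitis C virus NS3 helicase domain fragment enzyme; measured by: Cy5 fluorescence, 0 and 60 min reads; control set: DMSO and thioflavine S; incubation: 60 min unwinding reaction at 25 °C after ATP addition; read-out basis: % inhibition from 60/0 min fluorescence ratio, DMSO 0%, thioflavine S 100%; repeats: singlicate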
MEKK3 PB1 HTS = raises or lowers MEK5 binding to the human MEKK3 PB1 domain; Q99759; bead-based flow cytometry, Alexa488-MEK5 binding to MEKK3; actives lie on both sides; 0 = blocked by unlabeled MEK5, 100 = vehicle; binding response (% of control), % at 10 µM; 290,000 compounds, 1.4% hits;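 active = binding response more than 3 SD above or below the average of its plate-row segment, actives on both sides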;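 also: Alexa488 bead fluorescence after subtracting the streptavidin-only scavenger bead signal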
Target sequence (Q99759 whole entry, looked up, the tested form may be a part): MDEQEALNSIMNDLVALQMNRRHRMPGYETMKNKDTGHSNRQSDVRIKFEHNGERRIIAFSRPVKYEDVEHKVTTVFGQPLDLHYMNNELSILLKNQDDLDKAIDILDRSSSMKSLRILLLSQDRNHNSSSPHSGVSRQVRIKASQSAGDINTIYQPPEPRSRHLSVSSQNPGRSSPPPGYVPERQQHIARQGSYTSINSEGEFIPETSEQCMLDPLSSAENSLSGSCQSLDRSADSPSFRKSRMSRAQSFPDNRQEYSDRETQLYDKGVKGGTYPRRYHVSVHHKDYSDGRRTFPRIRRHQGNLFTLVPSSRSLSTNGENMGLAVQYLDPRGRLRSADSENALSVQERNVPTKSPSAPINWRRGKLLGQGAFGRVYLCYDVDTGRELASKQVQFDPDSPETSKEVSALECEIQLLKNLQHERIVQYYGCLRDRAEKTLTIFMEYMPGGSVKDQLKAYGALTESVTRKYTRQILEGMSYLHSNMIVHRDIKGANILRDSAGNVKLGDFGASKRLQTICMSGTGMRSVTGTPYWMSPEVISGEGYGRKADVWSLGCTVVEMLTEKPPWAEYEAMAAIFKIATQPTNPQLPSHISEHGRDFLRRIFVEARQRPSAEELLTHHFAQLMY
CRFBP-R2 agonist = agonists of human CRF-binding protein/CRF-R2 receptor complex; HEK293 CRF-R2/CRF-BP, calcium dye fluorescence (FLIPR); percent of saturating CRF peptide response; activation, % at 13.2 µM; 350,000 compounds, 0.46% hits;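 active = activation of at least 50%, plus an integration ratio under a set limit after plate pattern correction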;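 also: plate controls were neutral control wells without compound for no effect and CRF at EC100 for full effect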
MEKK2 mut-MEK5 = signal of MEK5 binding to mutant human MEKK2 PB1 domain; bead flow cytometry, Alexa488-MEK5 binding to MEKK2 mutant; percent response, % at 10 µM; 290,000 compounds, 0.35% hits; AID 1530; in the data active = percent response above about 24%, passing the limit was not always enough; also: inactives centre near 1; some results filed as inactive read as strong as hits
FID counter = fluorescent intercalator displacement, NS3 helicase counter-screen; 290,000 compounds, 0.17% hits; AID 1845; inhibition, % at 7.9 µM; DNA fluorescent intercalator displacement, fluorescence; in the data active = inhibition above about 37%;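 also: 0% = vehicle and 100% = reference compound; higher means more ethidium bromide displaced from hairpin DNA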
SUMO HTRF inh = blocks human SUMOylation mediated by UBC9; P63279; HTRF SUMOylation assay, SAE1/SAE2 + UBC9, in vitro; inhibition, % at 35 µM; 290,000 compounds, 0.36% hits; AID 2006; in the data active = inhibition above about 50%, passing the limit was not always enough; also: strong numbers were not always called active
Target sequence (P63279 whole entry, looked up): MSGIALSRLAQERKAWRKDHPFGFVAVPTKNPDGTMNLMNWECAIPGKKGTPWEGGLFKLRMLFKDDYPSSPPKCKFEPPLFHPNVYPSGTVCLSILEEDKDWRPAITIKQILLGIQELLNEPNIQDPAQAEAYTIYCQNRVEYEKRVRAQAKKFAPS
MEKK2 WT-MEK5 = raises or lowers MEK5 binding to wildtype human MEKK2 PB1 domain | 290,000 compounds, 1.1% hits | bead flow cytometry, Alexa488-MEK5 binding to MEKK2 WT; actives lie on both sides | binding response (% of control), % at 10 µM; in the data active = binding response below about 67% or above about 130%
CRFR2-BP antag = antagonists of CRF-binding protein/CRF-R2 receptor complex; AID 588475; HEK293 CRF-R2/CRF-BP, CRF-induced calcium fluorescence; inhibition, % at 11.8 µM; 350,000 compounds, 0.59% hits;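 active = inhibition of the ligand-induced calcium signal above about 50% at the single tested concentration, limit read from the data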
An asterisk follows results filed as active; / = no result given. The list is partial; rates above refer to the full screens.

SMILES | GalR3 antagonist | HCV NS3 hel inh | MEKK3 PB1 HTS | CRFBP-R2 agonist | MEKK2 mut-MEK5 | FID counter | SUMO HTRF inh | MEKK2 WT-MEK5 | CRFR2-BP antag
Cc1nnc(NC(=O)CSc2ccc(-c3cccnc3)nn2)s1 | -5 | 5 | 114 | 1.2 | -1 | -1 | 21 | 108 | 16
O=C(NCCCN1CCOCC1)c1csc2c1CCCC2 | -3 | 1 | 100 | -1.4 | 2 | 2 | 16 | 99 | -1
Cc1ccc(Cn2ccc(-c3cnc(-c4ccccc4)s3)n2)cc1 | 1 | -2 | 103 | 2.0 | 2 | -7 | -13 | 107 | 11
O=C(c1ccco1)n1nc(-c2ccco2)nc1SCc1ccccc1 | -2 | -4 | 104 | 13 | 4 | 2 | 6 | 102 | -5
O=C(Nc1ccc(Nc2ccccc2)cc1)C(Cl)Cl | -7 | 2 | 99 | -0.3 | 0 | 4 | -14 | 97 | 8
O=C(c1cccs1)N1CCCC(c2nc(-c3ccc(F)cc3)no2)C1 (stereo not drawn) | -4 | -2 | 99 | -3.5 | -2 | -25 | -10 | 98 | 0
CC1(C)CC(=O)c2c(oc3ccc(NS(=O)(=O)c4ccc(C(=O)O)cc4)cc23)C1 | -6 | 1 | 107 | 1.4 | -4 | -31 | 10 | 101 | 6
Cc1nc(-c2ccc(Cl)cc2)sc1C1(C)CC(c2ccccc2)=NO1 (stereo not drawn) | 0 | / | 109 | 2.6 | 3 | / | / | 100 | -4
Cc1cccc(OCCSc2nc3ccccc3n2CC(=O)O)c1 | -11 | 16 | 101 | -1.0 | 2 | -34 | 7 | 101 | 7
CCOc1ccc(CSC(CC(=O)O)C(=O)O)cc1 (stereo not drawn) | -2 | 2 | 100 | 0.8 | 9 | 7 | 22 | 98 | 42
COc1ccc(S(=O)(=O)NCC(=O)N(CC(=O)NCc2ccco2)Cc2ccc(F)cc2)cc1 | -5 | 3 | 101 | 2.5 | 0 | -39 | 6 | 98 | -19
COc1cccc2c1OC1(C)CC2NC(=O)N1c1cccc(C(=O)N2CCN(c3ccccc3)CC2)c1 (stereo not drawn) | -6 | -6 | 51 | -0.9 | -38 | -42 | 0 | 59 | -10

One compound at a time, as listed above. Screens in order: GalR3 antagonist | HCV NS3 hel inh | MEKK3 PB1 HTS | CRFBP-R2 agonist | MEKK2 mut-MEK5 | FID counter | SUMO HTRF inh | MEKK2 WT-MEK5 | CRFR2-BP antag
O=C(c1ccco1)n1nc(-c2ccco2)nc1SCc1ccccc1 reads -2 | -4 | 104 | 13 | 4 | 2 | 6 | 102 | -5
Cc1nc(-c2ccc(Cl)cc2)sc1C1(C)CC(c2ccccc2)=NO1 (stereo not drawn) reads 0 | / | 109 | 2.6 | 3 | / | / | 100 | -4
COc1ccc(S(=O)(=O)NCC(=O)N(CC(=O)NCc2ccco2)Cc2ccc(F)cc2)cc1 reads -5 | 3 | 101 | 2.5 | 0 | -39 | 6 | 98 | -19
Cc1nnc(NC(=O)CSc2ccc(-c3cccnc3)nn2)s1 reads -5 | 5 | 114 | 1.2 | -1 | -1 | 21 | 108 | 16

(more compounds)
SMILES | GalR3 antagonist | HCV NS3 hel inh | MEKK3 PB1 HTS | CRFBP-R2 agonist | MEKK2 mut-MEK5 | FID counter | SUMO HTRF inh | MEKK2 WT-MEK5 | CRFR2-BP antag
COC(=O)C1=CN(C(C)C)C=C(C(=O)OC)C1c1cccc(OC)c1 | -4 | -7 | / | -1.6 | / | -18 | 10 | / | 28
COCCC(=O)N1CCC(n2nccc2NC(=O)c2ccccc2C)CC1 | -1 | 2 | 96 | -0.6 | -8 | -5 | 0 | 99 | 6
NC(=O)c1nn(-c2ccccc2)c(=O)cc1O | -4 | 2 | 100 | -2.3 | 0 | -1 | 12 | 103 | 13
CCOc1ccccc1C(=O)NCC(=O)N(C)Cc1cccnc1 | -9 | -1 | 102 | -0.3 | 2 | -12 | 2 | 105 | -10
CCOC(=O)c1cnc(-n2nc(C)cc2C)nc1NNc1cc(C)nc(-c2ccccc2)n1 | -1 | -7 | 93 | 1.4 | -5 | -12 | -93 | 91 | -4
CN(C)c1cc(Cl)c2nonc2c1N | -2 | -8 | 96 | -1.2 | -2 | 2 | / | 96 | -7
CCOc1cc(C)c(Cl)cc1S(=O)(=O)NC1CC(C)(C)NC(C)(C)C1 | -6 | -13 | 94 | -1.4 | -1 | 10 | -12 | 101 | 5
COc1ccc(-c2ccc(-c3nnn(CC(=O)N4CCOCC4)n3)cc2)cc1 | -5 | 9 | 98 | -1.1 | -5 | -3 | -16 | 97 | -14
O=S(=O)(c1cccc(-c2csc(-c3ccccc3)n2)c1)N1CCOCC1 | -4 | -3 | 101 | 2.4 | 1 | -3 | -16 | 102 | 5
CCCN(CCO)Cc1cccc(Oc2ccccc2)c1 | 1 | -4 | 101 | -1.3 | 3 | 7 | 0 | 105 | 17
O=C(CN1C(=O)C2CC=CCC2C1=O)Nc1nc2ccccc2[nH]1 (stereo not drawn) | -4 | 4 | 95 | -0.2 | -1 | -5 | -1 | 97 | 2
COc1cccc(/C=C/C(=O)NCc2ccc(S(N)(=O)=O)cc2)c1 | -7 | 0 | 93 | -1.8 | 0 | 0 | 12 | 98 | -2
CCN1CCN(C(=O)c2cn(CC)c3ccc(S(=O)(=O)N(C)C)cc3c2=O)CC1 | -1 | 9 | 101 | 4.4 | 2 | -7 | 15 | 97 | -16
COc1ccc(C(=O)N/N=C(\CCC(=O)O)c2ccc(C(C)(C)C)cc2)cc1OC | -1 | 6 | 101 | -1.1 | -2 | -9 | 0 | 97 | 10
Cc1cccc(N=C2Sc3nc4c(C)c(C)ccc4cc3CN2CCN2CCOCC2)c1 | -4 | -62 | 113 | 4.0 | 24* | 7 | -8 | 144* | -17
c1cc2c(c(NCc3ccncc3)c1)CCCC2 | -4 | -13 | / | -0.6 | / | -1 | 3 | / | 12
S=C(NCCC1=CCCCC1)NCc1ccco1 | -4 | 12 | 107 | 0.3 | 8 | -4 | 8 | 101 | 0
CCCCNC(=O)c1ccc(CS(=O)(=O)c2ccc(C)cc2)o1 | -13 | 9 | 98 | 46 | 1 | -19 | 0 | 101 | 18
Cc1ccc2cc3cc(C(=O)NCCC(C)C)oc3nc2c1 | -3 | -7 | / | 1.2 | / | -6 | 42 | / | 12
CCN1CCN(c2nc(N)c([N+](=O)[O-])c(Nc3ccc(C)c(C)c3)n2)CC1 | -2 | -10 | 104 | -1.5 | 3 | 4 | -13 | 121 | -110
COCCNCc1ccc(C(C)C)cc1 | 0 | 8 | 103 | -1.8 | -3 | 5 | 13 | 95 | 14
Cc1ccc(S(=O)(=O)N(CC(=O)N2CCN(c3ccccc3F)CC2)C2CCCCC2)cc1 | -1 | -8 | 101 | -0.8 | 0 | -37 | -1 | 95 | -19
Cc1ccc(C)c(NC(=O)C2CCCN(S(=O)(=O)c3c(C)noc3/C=C/N(C)C)C2)c1 (stereo not drawn) | 2 | 3 | 98 | -0.7 | 0 | -40 | 5 | 100 | -5
COC(=O)C1(C(=O)OC)NOC2C(=O)N(c3ccccc3)C(=O)C21 (stereo not drawn) | -5 | 20 | 86 | 0.1 | -4 | -23 | -7 | 89 | 4
COc1ccc(Cl)cc1NC(=O)CN1C(=O)CCS(=O)(=O)c2ccccc21 | 2 | 5 | 101 | -0.8 | 5 | -9 | 4 | 98 | 1
Cc1ccc(C(=O)CCS(=O)(=O)c2ccc(F)cc2)cc1 | -3 | -7 | 99 | -0.6 | 7 | -15 | 16 | 107 | -7
Cc1cc(NC(=O)CCC2COc3ccccc3O2)no1 (stereo not drawn) | -2 | -4 | 89 | -1.4 | -8 | -1 | -13 | 92 | 0
COc1ccc(NS(=O)(=O)c2ccc3[nH]c(=O)[nH]c3c2)cc1 | -11 | -14 | 101 | -1.3 | 3 | -3 | 8 | 102 | 6
CCOc1ccc(NC(=O)Nc2ccc(N(C)C(C)=O)cc2)cc1 | -4 | -1 | 101 | -2.4 | -7 | -13 | 9 | 97 | -10
O=C(CCCN1C(=O)c2ccccc2C1=O)Nc1ccc(S(=O)(=O)N2CCCCC2)cc1 | -6 | -6 | 105 | -6.6 | 6 | -16 | -23 | 107 | 2
O=C(O)C1OC2OC3(CCCCC3)OC2C2OC3(CCCCC3)OC12 (stereo not drawn) | -10 | 10 | 122 | 0.3 | -1 | -5 | 5 | 98 | 8
Cc1ccc(NC(=O)CSCC(=O)NCCc2ccccn2)c(C)c1 | 0 | 6 | 107 | -2.7 | -1 | -2 | 6 | 98 | 3
O=S(=O)(Nc1cccc(CCc2ccccn2)c1)c1cc(Cl)ccc1Cl | 1 | -2 | 103 | -0.7 | -5 | -19 | -17 | 102 | -10
COc1ccc(/C=N/NC(=O)c2ccc(F)cc2)cc1CN1CCc2cc(OC)c(OC)cc2C1C (stereo not drawn) | -5 | -49 | 104 | -1.3 | 16 | 6 | 8 | 118 | 16
COC(=O)c1cc(OC)c(OC)cc1NC(=O)c1cc(C(C)(C)C)oc1C | -3 | 1 | 107 | 1.9 | 6 | -3 | 12 | 101 | 10
O=C(CSc1ccccc1)NCCCN1CCOCC1 | 1 | -1 | 107 | 7.7 | 9 | 1 | 15 | 107 | 11
O=c1cc(-c2ccc(Cl)cc2)[nH][nH]1 | 3 | 0 | 106 | 0.7 | 0 | 6 | 24 | 103 | 7
Cc1cccc(NC(=O)CSc2nnc(NC(=O)C3CC3)s2)c1C | -3 | 1 | 100 | 0.4 | -5 | -3 | -2 | 99 | 3
CCc1ccc2[nH]c(=O)c(C(c3nnnn3Cc3ccco3)N3CCC(C)CC3)cc2c1 (stereo not drawn) | -5 | 17 | 99 | 0.0 | -3 | -19 | 10 | 88 | -22
CN(C)CCCN(C(=O)c1ccc2c(c1)OCCO2)c1nc2cc3c(cc2s1)OCO3 | -3 | -20 | 96 | -0.5 | -2 | 36 | 13 | 103 | -16
Cc1ccc(N2CC(=O)N(NC(=O)Nc3ccc(Cl)c(Cl)c3)CC2=O)cc1 | 6 | -3 | 103 | 0.1 | 2 | -6 | 10 | 102 | -16
Cc1ccccc1C1=NC(c2ccc(F)cc2F)ON1 (stereo not drawn) | -4 | 2 | 107 | -1.5 | 5 | -6 | 16 | 102 | 25
COc1ccc(C(=O)CSc2nnc(CNC(=O)c3ccc(OC)cc3)n2C)cc1 | -2 | 9 | 97 | 1.2 | -2 | -11 | 10 | 94 | -19
Cc1cc(C)n(-c2nc3ccccc3c(=O)n2OCc2ccc(Cl)cc2)n1 | -2 | -1 | 103 | -1.0 | -1 | -14 | -20 | 101 | 1
COCCCNC(=O)/C(C#N)=C/c1c(N2CCCCCC2)nc2ccccn2c1=O | 0 | -15 | 103 | 0.0 | 5 | -36 | 10 | 107 | 0
Cc1csc(=Nc2ccccc2)n1Cc1ccco1 | -4 | 7 | 112 | -12 | 1 | 3 | 22 | 104 | 53*
CCCCC(=O)N1CC(=O)Nc2ccc(F)cc2C1c1ccc(F)cc1 (stereo not drawn) | -10 | 5 | 98 | 0.3 | 2 | -21 | -15 | 105 | -11
CCOC(=O)c1cc2c(C)n(-c3ccc(N(C)C)cc3)c(C)c2cc(C(=O)OCC)c1=O | -4 | 1 | 98 | -1.2 | -9 | 6 | 20 | 91 | -10
COc1ccc(NC(=O)c2ccc(Cl)cc2)c[n+]1[O-] | -9 | 0 | 95 | -2.0 | -2 | -1 | 11 | 99 | 15
CCCN(CCC)CCNC(=O)c1cc2c(=O)n(C)c3ccccc3c2n1C | -3 | 1 | 93 | -0.6 | -6 | 11 | 10 | 99 | 8
